Bioassay records as filed in PubChem.
Tau FP inhib – tau fibrillization inhibition (FP) | 280,000 tested, 0.39% active | AID 1468 | Potency, µM (titrated, usually from 57.7 µM), for the others: top-dose activity, negative = inhibition, most hits filed as inhibitors | P10636 | K18 P301L tau heparin fibrillization, Alexa594 FP, 6 h; note: nearly all actives have a fitted effect of over 55% in size
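FP of Alexa 594-tau after heparin (20 uM) induction. Substrate: human K18 P301L, 15 uM unlabeled, 0.24 uM labeled. Buffer 100 mM sodium acetate pH 7. 6 hr, 37 C.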
ALDH1A1 block – inhibitors of human aldehyde dehydrogenase 1A1; P00352; Purified ALDH1A1, NADH fluorescence, propionaldehyde substrate; Potency, µM (top dose mostly 75.3 µM), for inactives: at the highest dose activity, negative = inhibition, actives largely listed as inhibitors; 220,000 tested, 7.3% active; AID 1030; active = well fitted inhibition curve with a large enough effect, not every such curve was filed as active; inconclusive = small, poorly fitted or top-dose-only effect, or another doubt; inactive = no such curve, though single readings can be large or run the other way;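 note: plate controls were no enzyme wells and a reference inhibitor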
aGal spleen mod – inhibitors or activators of human alpha-galactosidase in spleen homogenate | human spleen homogenate, 4MU-alpha-Gal fluorescence, 40 min | P06280 | Potency, µM (series often up to 80 µM), inactives show top-dose activity change, negative = inhibition, actives largely listed as inhibitors | 240,000 tested, 0.008% active | AID 2107;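 note: 0% = enzyme with vehicle and -100% = no enzyme basal signal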
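Fluorogenic readout (Ex 365/Em 440 nm) of 4-methylumbelliferone released from 1 mM 4-MU-alpha-galactoside by spleen homogenate, 40 min at 37C, pH 5.0. Data normalized to no-enzyme and enzyme controls; Hill-equation AC50 from compound titrations.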
L3MBTL1 inh – blocks human L3MBTL1; AlphaScreen L3MBTL1–H3K9me1 peptide binding; Potency, µM (titrated, usually from 57.1 µM), for the others: top-dose activity, negative = inhibition, actives largely listed as inhibitors; 230,000 tested, 0.66% active; AID 485360; note: nearly all actives have a fitted effect of over 60% in size
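L3MBTL1 50 nM + b-AHA-H3(1-15)K9me1 75 nM, 30 min RT; compound added, 30 min RT; streptavidin donor/Ni-chelate acceptor beads 10 ug/mL each final, 30 min RT dark; AlphaScreen read.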
Tau fluor counter – counter-screen for tau fibril formation inhibitors; tau K18 P301L Alexa594 fluorescence, heparin fibrillization; Potency, µM (highest dose often 57.7 µM), inactives show at the highest dose activity change, negative = decrease; 280,000 tested, 0.93% active; note: nearly all actives have a fitted effect of over 55% in size
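Human K18 P301L tau (15 uM unlabeled plus 0.24 uM Alexa 594-labeled, final) in 100 mM sodium acetate pH 7 was mixed with compound and 20 uM heparin and incubated 6 hr at 37 C.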
TRb SRC2 PPI – TRbeta-SRC2 interaction inhibition. P10828. TRbeta-SRC2 peptide binding, fluorescence polarization; receptor liganded with 1 µM T3. Potency, µM (highest dose often 106 µM), for the others: top-dose activity change, negative = inhibition, actives largely listed as inhibitors. 280,000 tested, 0.065% active. AID 1469;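 note: plate controls were bound peptide for no effect and peptide without receptor for full effect; nearly all actives have a fitted effect of over 50% in size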
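Human TRb ligand-binding domain (0.6 uM) is mixed with 20 nM Texas Red SRC2 peptide and 1 uM T3; after compound addition and 5 hr at ambient temperature, polarization is measured and normalized to unbound and bound controls.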
TexasRed fluor – counter-screen for TRb-SRC2 inhibitors: fluorescence interference; TRb/SRC2 Texas Red total fluorescence interference; Potency, µM (doses to about 106 µM), for inactives: at the top dose fluorescence change, negative = quenching; 280,000 tested, 0.29% active; active = well fitted curve in either direction with a large enough effect; inconclusive = small, poorly fitted or top-dose-only effect
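Human TRb ligand-binding domain at 0.6 uM with 20 nM Texas Red SRC2 peptide in Tris buffer containing 1 uM T3 and 5% DMSO, incubated with compound 5 h at ambient temperature. Total fluorescence (555/632 nm) calculated as parallel + 2 × perpendicular.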
Tau ThT inhib – blocks human tau fibril formation measured by thioflavin T | P10636 | recombinant tau K18 P301L, heparin-induced fibrillization, ThT fluorescence | Potency, µM (series often up to 57.4 µM), for the others: at the highest dose activity, negative = inhibition, hits mostly inhibitors | 270,000 tested, 2.1% active | AID 1460; note: nearly all actives have a fitted effect of over 55% in size
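Fibril formation assay: tau K18 P301L at 15 uM with trace Alexa 594 label, heparin inducer 20 uM, pH 7 sodium acetate buffer, 37 C for 6 hr; endpoint ThT signal.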
An asterisk follows results filed as active; ? = inconclusive; . = no result given; & = joins results of further samples; [ ] = another dose, or the depositor's remark. Unless noted, calls come from the whole dose curve; as a rule, active = well fitted curve in the direction sought with a large enough effect; inconclusive = small, poorly fitted or top-dose-only effect, or another doubt; inactive = no such curve, though single readings can be large; an effect the other way counts as inactive or inconclusive. Unless noted, % is set by controls: 0 for no effect and ±100 for the full control effect; potency is the fitted concentration of half-maximal effect.

Values run as follows: Tau FP inhib	ALDH1A1 block	aGal spleen mod	L3MBTL1 inh	Tau fluor counter	TRb SRC2 PPI	TexasRed fluor	Tau ThT inhib
- CC1(C)C2CC=C(/C=N/NC(=O)C3CC3)C1C2 (stereo unspecified)
→ 2%	?	0%	-10%	3%	7%	1%	3%
- CC(C)Cn1nnnc1S(=O)(=O)CCc1ccccc1
→ 2%	-13%	1%	.	3%	3%	0%	9%
- O=C(NCc1ccncc1)C(=O)NCC(c1ccco1)N1CCN(c2ccccc2)CC1 (stereo unspecified)
→ -1%	?	-2%	.	-3%	-2%	1%	-4%
- CC(NS(C)(=O)=O)C(c1cccs1)N1CCN(c2ccccc2)CC1 (stereo unspecified)
→ 6%	-4%	-10%	22%	-5%	-1%	1%	-4%
- COc1cccc(-c2nc(SCC(=O)Nc3ccc4c(c3)OCCO4)c(-c3ccc(C)cc3)[nH]2)c1
→ ?	.	.	.	5µM*[quencher]	-2%	-3%	?
- COc1cccc(-n2c(CCn3nc(C)c([N+](=O)[O-])c3C)n[nH]c2=S)c1
→ 1%	9%	2%	0%	-5%	2%	-2%	-6%
- Cc1cccc(CN2CCC(CNC(=O)CCNC(=O)Cn3ccc4ccccc4c3=O)CC2)c1
→ -8%	9%	3%	2%	-13%	6%	0%	-5%
- C=CCc1c(C)nc2c(OC)cccc2c1Cl
→ -9%	-7%	-1%	-3%	-1%	-1%[53 µM]	-1%[53 µM]	-2%
- CCOC(=O)c1c(C)nn(-c2ncccc2NC(=O)CCC(=O)O)c1C
→ -7%	6%	1%	56%[activator]	-10%	-6%	-6%	-5%
- Cc1cc(C(=O)CN2C(=O)C3CC=CCC3C2=O)c(C)n1-c1ccccc1 (stereo unspecified)
→ 0%	22µM*	0%	-8%	-12%	10%	0%	-16%
- Cc1nn(Cc2ccc(Cl)cc2)c(C)c1N
→ 2%	8%	3%	-2%	-8%	-6%	-5%	-11%
- Cc1ccc(Cn2c(SCC(=O)NCC3CCCO3)nc3c2c(=O)n(C)c(=O)n3C)cc1 (stereo unspecified)
→ ?	22µM*	1%	5%	-3%	7%	1%	3%
- CCCC(CCC)C(=O)Nc1c[nH]c(=O)[nH]c1=O
→ -1%	6%	9%	.	-5%	0%	-6%	-11%
- CCNC(=O)/C(=C\c1ccc2c(c1)OCO2)NC(=O)c1ccc(Br)cc1
→ -11%	10%	-4%	-6%	-5%	-2%	-1%	-12%
- CCS(=O)(=O)N1CCC(C(=O)NCc2cc(OC)ccc2OC)CC1
→ 1%	12%	5%	.	-2%	1%	0%	3%
- CCOC(=O)c1cc2c(=O)n3ccccc3nc2n(C(C)C)c1=NC(=O)c1c(-c2c(F)cccc2Cl)noc1C
→ ?	?	5%	-2%	-23%&-18%	-2%&4%	0%&-11%	?
- O=C(Nc1ccc(F)cc1)c1cccnc1N1CCCCC1
→ -11%	?	25%	.	5%	-9%	-2%	5%
- CN(CC(=O)Nc1ccc(Cl)c(Cl)c1)Cc1nnc(-c2ccc(F)cc2)o1
→ -11%	-1%	-4%	.	-30%	-1%	-5%	-3%
- Cc1ccc(CSCCNS(C)(=O)=O)cc1
→ 1%	-5%	-12%	-3%	1%	8%	-2%	7%
- Cc1scc(C(=O)NNC(=S)NC(C)c2ccccc2)c1C (stereo unspecified)
→ 3%	?	-4%	-2%	-6%	-2%	0%	-3%
- COc1ccc(OCC(=O)N2c3ccc(C)cc3C3CN(C)CCC32)cc1 (stereo unspecified)
→ 8%	11%	-2%	0%	7%	0%	-1%	-5%
- O=C1CN(C(=O)COC(=O)c2ccccc2NCc2ccco2)c2ccccc2N1
→ ?	?	?	.	?	-7%	-4%	-7%
- O=C(CSc1nc(-c2ccncc2)nn1CC(=O)N1CCCCC1)NC1CCCC1
→ 1%	?	6%	-8%	-2%	-1%	-2%	-5%
- COC(=O)/C(C#N)=C(/Nc1ccc(F)c(Cl)c1)C(F)(F)F
→ -9%	.	5%	-11%	-13%	-7%	-5%	-14%
- O=C(O)c1ccn2c(C(=O)c3ccccc3)c(-c3ccccc3)cc2c1
→ 2%	.	-8%	-15%	-10%	-6%	-8%	?
- O=C(CN1CCN(c2ccccn2)CC1)N(c1ccccc1)c1ccc2ccccc2c1
→ -13%	?	-3%	?	-8%	6%	4%	-16%
- Cc1cc(=O)oc(C)c1C(=O)NCC(C)NC(=O)c1c(C)cc(=O)oc1C (stereo unspecified)
→ -6%	11%	-6%	.	-9%	5%	-4%	-11%
- COc1ccc(C(=O)NCCN2CCOCC2)c(OC)c1
→ 8%	6%	-11%	1%	7%	-6%	-6%	3%
- CC1Cc2ccccc2N1S(=O)(=O)c1cccc(C(=O)N2CCN(c3ncccn3)CC2)c1 (stereo unspecified)
→ 10%	?	2%	-2%	-9%	-3%	-2%	-13%
- O=C(c1cccnc1)N1CCN(c2ccc([N+](=O)[O-])cc2Cl)CC1
→ 4%	?	5%	3%	-2%	6%	8%	-2%
- CC(=O)c1ccc(NC(=O)CSc2cn(CC(=O)N3CCCCC3)c3ccccc23)cc1
→ 1%	.	.	.	-22%	-3%	-1%	-13%
- CC1(C)CC(C(N)=S)CCO1 (stereo unspecified)
→ 2%	0%	2%	5%	-1%	-5%	0%	-3%
- CCCn1c(=O)[nH]c(=O)c2[nH]cnc21
→ 1%&3%&0%	-2%&7%&0%	-12%&2%&11%	2%	-2%&2%&6%	4%&0%&-2%	-4%&-2%&-3%	-3%&0%&1%
- COc1ccccc1Nc1nc(C)cc(=O)[nH]1
→ -2%	3%	1%	.	3%	-5%	-5%	-8%
- Cc1ccc(CSCC(=O)NCc2ccc3c(c2)OCO3)cc1
→ -2%	.	4%	0%	-15%	-6%	-1%	-9%
- Cc1cc(NC(=O)CSc2ccc3nnc(-c4ccc(F)cc4)n3n2)no1
→ -9%	?	-10%	-1%	3%	3%	-2%	-5%
- CCOC(=O)CSc1n[nH]c(NC(=O)c2ccc(F)cc2)n1
→ 1%	7%	-10%	2%	-8%	6%	-6%	-11%
- CCOC(=O)C1(Cc2ccccc2C)CCCN(C(=O)CCc2cccnc2)C1 (stereo unspecified)
→ 4%	5%	5%	3%	-10%	0%	1%	-10%
- COC(=O)c1ccc(CN2[C@@H]3C[C@@H](O)CC[C@@H]3C[C@H]2C(=O)OC)cc1
→ 1%	-3%	5%	.	-5%	5%	-1%	-1%
- CCC(=O)Nc1nnc(-c2cccs2)s1
→ -5%	?	0%	7%	11%	-11%	1%	8%

Some entries already given, limited to TexasRed fluor and Tau fluor counter:
SMILES | TexasRed fluor | Tau fluor counter
COc1ccc(C(=O)NCCN2CCOCC2)c(OC)c1 | -6% | 7%
COC(=O)/C(C#N)=C(/Nc1ccc(F)c(Cl)c1)C(F)(F)F | -5% | -13%
Cc1ccc(Cn2c(SCC(=O)NCC3CCCO3)nc3c2c(=O)n(C)c(=O)n3C)cc1 (stereo unspecified) | 1% | -3%
Cc1cccc(CN2CCC(CNC(=O)CCNC(=O)Cn3ccc4ccccc4c3=O)CC2)c1 | 0% | -13%
COc1cccc(-c2nc(SCC(=O)Nc3ccc4c(c3)OCCO4)c(-c3ccc(C)cc3)[nH]2)c1 | -3% | 5µM*[quencher]
CC1Cc2ccccc2N1S(=O)(=O)c1cccc(C(=O)N2CCN(c3ncccn3)CC2)c1 (stereo unspecified) | -2% | -9%

(list continues)
Values run as follows: Tau FP inhib	ALDH1A1 block	aGal spleen mod	L3MBTL1 inh	Tau fluor counter	TRb SRC2 PPI	TexasRed fluor	Tau ThT inhib
- Cc1cccc(N2CCN(C(=O)CCn3c(=O)[nH]c4ccccc4c3=O)CC2)c1C
→ 6%	0%	-4%	4%	-21%	-7%	-1%	?
- COc1ccccc1NC(=O)c1ccc(NC(=O)CN(C)Cc2ccccc2F)cc1
→ -2%	-2%	1%	7%	-23%	-7%	0%	-12%
- COCCSc1ccccc1C(=O)Nc1ccccc1C(C)C
→ -9%	-2%	-4%	-3%	-7%	1%	0%	-1%
- O=[N+]([O-])c1ccc(/C=N/Nc2ccc3ccccc3c2)o1
→ ?	6%	1%	?	3.5µM*[quencher]	7%	4%	3.2µM*
- O=C(NCc1ccccc1)C(=O)Nc1nc(C23CC4CC(CC(C4)C2)C3)cs1
→ -3%	-3%	-9%	11%	-6%	3%	-12%	-1%
- NS(=O)(=O)c1ccc(NC(=O)COC(=O)C2(c3ccccc3F)CCCC2)cc1
→ -6%	?	2%	0%	-18%	4%	-4%	2%
- CCN(CCCNC(=O)C1CCC(=O)N1Cc1ccc(C)cc1)c1cccc(C)c1 (stereo unspecified)
→ 3%	-1%	13%	-2%	-12%	4%	-2%	-9%
- Cc1cc(C)nc(Nc2nc3ccccc3s2)n1
→ -1%	9%	-10%	2%	7%	5%	-1%	-1%
- Cc1csc2nc(COc3ccc(NC(=O)C(C)C)cc3)cc(=O)n12
→ -4%	.	.	.	-7%	-4%	-2%	-15%
- CCCn1nnc(NC(=O)c2cc(Br)cc(Br)c2OC)n1
→ 0%	11µM*	-6%	1%	-6%	-10%	0%	-6%

Exported as comma-separated lines: 3 of the compounds above.
compound,Tau FP inhib,ALDH1A1 block,aGal spleen mod,L3MBTL1 inh,Tau fluor counter,TRb SRC2 PPI,TexasRed fluor,Tau ThT inhib
COC(=O)/C(C#N)=C(/Nc1ccc(F)c(Cl)c1)C(F)(F)F,-9%,.,5%,-11%,-13%,-7%,-5%,-14%
O=C(O)c1ccn2c(C(=O)c3ccccc3)c(-c3ccccc3)cc2c1,2%,.,-8%,-15%,-10%,-6%,-8%,?
O=C(CN1CCN(c2ccccn2)CC1)N(c1ccccc1)c1ccc2ccccc2c1,-13%,?,-3%,?,-8%,6%,4%,-16%
